CHO-K1 Ca antag – nonselective inhibitor or artifact in parental CHO-K1 cells; ATP-induced calcium, Fluo-8 fluorescence; AID 602250; 360,000 tested, 0.6% active; inhibition, % at 3 µM;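 active means inhibition above a per-plate cutoff, the plate's mean sample inhibition plus 3 SD, cut at about 24% in these data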;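 further: 0% = DMSO plus EC80 ATP and 100% = DMSO alone without ATP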
M1 PAM parental – nonselective activator or artifact in parental CHO-K1 calcium assay; ATP EC20, Fluo-8 calcium fluorescence; 0% at ATP EC20, 100% at ATP max; activation, % at 3 µM; 360,000 tested, 0.02% active; AID 602247;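 active means activation above the run cutoff, the mean activation of all test compounds plus 3 SD, cut at about 40% in these data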;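 further: peak over basal fluorescence ratio in a 140 s read after ATP addition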
OXTR potentiate – potentiators of human oxytocin receptor; activation, % at 3 µM; 320,000 tested, 0.061% active; P30559; CHO-OTR cells, Fluo-8 calcium fluorescence, potentiator mode; 0% = oxytocin EC15, 100% = EC100;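 active means activation above that plate's cutoff, the mean activation of tested compounds plus 3 SD, cut at about 6.6% in these data, passing the limit was not always enough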;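 further: 100% uses oxytocin at 75 nM as the full agonist control; some results filed as inactive read as strong as hits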
Target sequence (P30559 whole entry, looked up): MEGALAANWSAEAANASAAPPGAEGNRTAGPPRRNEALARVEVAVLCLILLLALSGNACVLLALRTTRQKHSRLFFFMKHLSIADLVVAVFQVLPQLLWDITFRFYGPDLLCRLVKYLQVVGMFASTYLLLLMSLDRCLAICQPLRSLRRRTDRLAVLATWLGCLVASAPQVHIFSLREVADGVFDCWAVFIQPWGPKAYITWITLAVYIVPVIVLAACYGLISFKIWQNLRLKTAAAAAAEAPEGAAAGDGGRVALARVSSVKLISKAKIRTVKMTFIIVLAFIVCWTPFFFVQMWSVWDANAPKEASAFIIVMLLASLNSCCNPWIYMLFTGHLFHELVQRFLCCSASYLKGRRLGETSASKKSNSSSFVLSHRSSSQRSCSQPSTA
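Assay system: CHO cell line stably expressing human OTR | Also added: Oxytocin at about EC15, sub-maximal agonist stimulus | Times: Compound 6 min at room temperature before oxytocin, 100 s read | Measured by: Fluo-8 intracellular calcium fluorescence, ex 470-495, em 515-575 nm | Controls: EC15 oxytocin alone as 0%, 75 nM oxytocin as 100%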
GPR7 antagonist – blocks human GPR7 receptor signaling. AID 1861. 290,000 tested, 1.1% active. inhibition, % at 4.4 µM. GPR7-expressing cells, fluorescence antagonist assay. P48145; in the data active means inhibition above about 16%, passing the limit was not always enough;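 further: cells stimulated with the agonist NPW; 0% = agonist with vehicle and 100% = vehicle without agonist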
Target sequence (P48145 whole entry, looked up): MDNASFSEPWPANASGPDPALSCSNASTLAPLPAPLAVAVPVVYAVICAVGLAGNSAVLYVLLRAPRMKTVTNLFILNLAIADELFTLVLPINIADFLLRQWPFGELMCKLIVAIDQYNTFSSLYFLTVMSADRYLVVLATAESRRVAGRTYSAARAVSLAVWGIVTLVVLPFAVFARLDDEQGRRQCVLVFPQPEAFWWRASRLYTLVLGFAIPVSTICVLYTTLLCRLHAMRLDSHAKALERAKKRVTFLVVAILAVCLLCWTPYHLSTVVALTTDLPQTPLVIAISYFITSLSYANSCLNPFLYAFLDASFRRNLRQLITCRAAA
CHO parental Ca – counter-screen: ATP calcium response change in parental CHO cells | parental CHO-K1, ATP-induced calcium, Fluo-8 fluorescence | inhibition, % at 5.6 µM | 330,000 tested, 0.63% active | AID 463079;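 active means inhibition above that plate's mean sample inhibition plus 3 SD, cut at about 26% in these data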;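 further: 0% = ATP-challenged DMSO wells and 100% = DMSO wells without ATP; some compounds past the cut are filed as inactive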
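Measured by: calcium-sensitive Fluo-8 fluorescence / Test system: CHO parental line / Controls: ATP-challenged DMSO wells low, unchallenged DMSO wells high / Measure: % inhibition / Compound: single nominal dose of 5.6 µM per compound / Replicates: single well per compound, no replicates / Reagent: ATP as calcium-mobilizing challenge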
OXTR agonist – agonists of human oxytocin receptor. AID 2435. CHO-OTR cells, Fluo-8 calcium fluorescence; normalized: DMSO 0%, oxytocin 100%. activation, % at 3 µM. 320,000 tested, 0.32% active. P30559;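 active means activation above the mean of all tested compounds plus 3 SD, cutoff set per screening run, cut at about 20% in these data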;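 further: peak over basal fluorescence ratio from a 100 s FLIPR kinetic read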
M1 ag parental – nonselective activator or artifact in parental CHO-K1 cells | Fluo-8 calcium fluorescence; scaled to maximal ATP response, vehicle zero | activation, % at 3 µM | 360,000 tested, 0.48% active; in the data active means activation above about 15%;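 further: untransfected CHO-K1 host cells lacking M1 receptor as counterscreen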
V1aR counter – V1a receptor agonism, counter-screen for OXTR agonists; activation, % at 3 µM; P37288; AID 2797; 320,000 tested, 0.25% active; CHO-V1R cells, Fluo-8 calcium fluorescence, agonist mode; 0% DMSO, 100% 3 nM vasopressin;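 active means activation above the mean activation of all tested compounds plus 3 SD, per screening run, cut at about 20% in these data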;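 further: signal is peak over basal fluorescence ratio across a 100 second FLIPR read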
TAAR1 antagonist – antagonists of human TAAR1 | Q96RJ0 | CHO RD-HGA16 TAAR1, Fluo-8 calcium fluorescence, antagonist | inhibition, % at 3 µM | 360,000 tested, 1.5% active;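 active means inhibition above a per-plate cutoff, the mean inhibition of test compounds on that plate plus 3 SD, cut at about 49% in these data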;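 further: 0% = DMSO plus EC80 beta-PEA response and 100% = DMSO alone without agonist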
Target sequence (Q96RJ0 whole entry, looked up): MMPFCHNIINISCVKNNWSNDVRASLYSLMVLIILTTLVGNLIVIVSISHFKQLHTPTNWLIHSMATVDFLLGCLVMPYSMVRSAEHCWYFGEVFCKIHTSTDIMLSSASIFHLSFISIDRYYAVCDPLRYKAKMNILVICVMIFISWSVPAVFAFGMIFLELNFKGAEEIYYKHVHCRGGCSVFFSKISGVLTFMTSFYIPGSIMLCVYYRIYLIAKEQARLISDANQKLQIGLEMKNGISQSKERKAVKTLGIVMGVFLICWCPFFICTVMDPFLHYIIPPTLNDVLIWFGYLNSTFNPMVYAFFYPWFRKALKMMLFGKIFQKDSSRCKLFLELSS
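Material: CHO RD-HGA16 cells bearing hTAAR1; compound dosing: one-point dosing, 3 µM nominal final; schedule: dye loading 75 min at 37 °C, then 30 min room temperature; measured by: calcium fluorescence with Fluo-8; control set: vehicle and agonist controls; replication: n of 1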
* hit, by the source's call. This is a random part of the collection (roughly 3.5% active in at least one column).

`CN(c1ccccc1)S(=O)(=O)c1ccc2[nH]c(=O)[nH]c2c1` gave CHO-K1 Ca antag -13, M1 PAM parental 22, OXTR potentiate -2, GPR7 antagonist -13, CHO parental Ca -11, OXTR agonist 0.4, M1 ag parental 1.0, V1aR counter -0.2 and TAAR1 antagonist 14.
For C=CC[C@@H](CC(=O)N[C@@H](CO)Cc1ccccc1)C(=O)NCCOC(=O)[C@@H](CC=C)CC(=O)OC(C)(C)C the results were CHO-K1 Ca antag -2, M1 PAM parental -2, OXTR potentiate -6, CHO parental Ca -15, OXTR agonist -0.9, M1 ag parental -0.3, V1aR counter -0.3 and TAAR1 antagonist 10.
For COc1ccc(-c2nc(-c3ccccc3)no2)c(OC)c1 the results were CHO-K1 Ca antag -9, M1 PAM parental 1, OXTR potentiate -9, GPR7 antagonist -5, CHO parental Ca -18, OXTR agonist -0.9, M1 ag parental 0.2, V1aR counter 0.3 and TAAR1 antagonist 7.
O=[N+]([O-])c1ccc(N2CCOCC2)cc1 was read as CHO-K1 Ca antag -10, M1 PAM parental 12, M1 ag parental 0.9 and TAAR1 antagonist -6.
`COc1ccccc1N(CC(=O)Nc1ccc2c(c1)OCCO2)S(C)(=O)=O` gave CHO-K1 Ca antag -12, M1 PAM parental 21, OXTR potentiate -7, GPR7 antagonist -14, CHO parental Ca -14, OXTR agonist 5.6, M1 ag parental 1.1, V1aR counter -0.4 and TAAR1 antagonist 0.
CN(C)S(=O)(=O)c1ccc(NC(=O)Cn2ccsc2=N)cc1 was read as CHO-K1 Ca antag -10, M1 PAM parental 20, OXTR potentiate -2, GPR7 antagonist -7, CHO parental Ca -3, OXTR agonist 1.2, M1 ag parental -0.1, V1aR counter 0.0 and TAAR1 antagonist 9.
Screening O=C(/C=C/c1ccc(OCCCF)cc1)NCc1cccc(Cl)c1 returned CHO-K1 Ca antag 1, M1 PAM parental 8, OXTR potentiate -6, GPR7 antagonist -7, CHO parental Ca 2, OXTR agonist -0.7, M1 ag parental 0.3, V1aR counter 1.5 and TAAR1 antagonist -2.
For CC(=O)c1ccc(NC(=O)c2sc3nc4n(c(=O)c3c2C)CCCCC4)cc1 the results were CHO-K1 Ca antag -19, M1 PAM parental 28, OXTR potentiate -15, GPR7 antagonist -4, CHO parental Ca 0, OXTR agonist 7.1, M1 ag parental 2.9, V1aR counter 8.2 and TAAR1 antagonist -6.
For CCn1c(C)nc2cc(S(=O)(=O)N3CCCC3)ccc21 the results were CHO-K1 Ca antag 6, M1 PAM parental -5, OXTR potentiate -21, GPR7 antagonist -4, CHO parental Ca -24, OXTR agonist 7.7, M1 ag parental 3.0, V1aR counter 7.5 and TAAR1 antagonist -1.
Cc1cccc(CC(=O)NC2CCCCCC2)c1 was read as CHO-K1 Ca antag 1, M1 PAM parental -9, OXTR potentiate 1, GPR7 antagonist -17, CHO parental Ca 1, OXTR agonist -1.5, M1 ag parental 0.0, V1aR counter -0.8 and TAAR1 antagonist -12.
For CCC1CCC/C1=N\NC(=O)c1cc(C)[nH]n1 (stereo unspecified) the results were CHO-K1 Ca antag -19, M1 PAM parental 10, OXTR potentiate 1, GPR7 antagonist 3, CHO parental Ca 8, OXTR agonist 0.9, M1 ag parental 0.3, V1aR counter 0.9 and TAAR1 antagonist -19.
For CCc1nc(SCC(=O)NCCc2ccccc2)c2c(=O)n(C)c(=O)n(C)c2n1 the results were CHO-K1 Ca antag -8, M1 PAM parental 14, OXTR potentiate -1, GPR7 antagonist 4, CHO parental Ca 5, OXTR agonist -0.3, M1 ag parental -0.1, V1aR counter -0.1 and TAAR1 antagonist -19.
`CCOc1ccc(NC(=O)COc2ccccc2C(=O)NCc2ccccc2)cc1` gave CHO-K1 Ca antag -1, M1 PAM parental -4, OXTR potentiate -9, CHO parental Ca -10, OXTR agonist 1.0, M1 ag parental 2.9, V1aR counter 2.1 and TAAR1 antagonist 11.
`CC1=NN(C(=O)c2ccccc2)C(O)(c2ccc(Br)cc2)C1` (stereo unspecified) gave CHO-K1 Ca antag -11, M1 PAM parental 10, OXTR potentiate -8, GPR7 antagonist -3, CHO parental Ca -21, OXTR agonist -2.1, M1 ag parental 0.8, V1aR counter -0.4 and TAAR1 antagonist -32.
`Cn1ncc(N=Cc2c(O)ccc3ccccc23)c1C(=O)N1CCOCC1` gave CHO-K1 Ca antag -1, M1 PAM parental 15, OXTR potentiate -11, GPR7 antagonist -7, CHO parental Ca -6, OXTR agonist -0.6, M1 ag parental 0.3, V1aR counter 1.8 and TAAR1 antagonist 0.
Cc1ccc(-c2c3c(=O)n(C)c(=O)n(C)c3cn2CCCN2CCOCC2)cc1 was read as CHO-K1 Ca antag 6, M1 PAM parental 4, OXTR potentiate -6, GPR7 antagonist -2, CHO parental Ca 2, OXTR agonist 0.1, M1 ag parental 0.3, V1aR counter 0.1 and TAAR1 antagonist -21.
`CCOCCCNC(=O)CCc1ccc(-n2cnc3cccnc32)cc1` gave CHO-K1 Ca antag -1, M1 PAM parental -3, GPR7 antagonist -9, M1 ag parental 0.1 and TAAR1 antagonist -17.
Screening CSc1nc(-c2ccc(N(C)C)cc2)c(C#N)c(=O)n1C returned CHO-K1 Ca antag 7, M1 PAM parental -4, OXTR potentiate -4, GPR7 antagonist -13, CHO parental Ca -3, OXTR agonist 1.0, M1 ag parental 0.3, V1aR counter 0.4 and TAAR1 antagonist -13.
Screening CCc1nc(N2CCCCC2C(=O)O)c2oc3ccccc3c2n1 (stereo unspecified) returned CHO-K1 Ca antag -7, M1 PAM parental -18, OXTR potentiate 2, GPR7 antagonist 4, CHO parental Ca 4, OXTR agonist 0.4, M1 ag parental -0.2, V1aR counter 0.3 and TAAR1 antagonist -4.
For COc1ccc(C(=O)N/N=C/c2ccc(OC(=O)c3cccs3)cc2)cc1 the results were CHO-K1 Ca antag 0, M1 PAM parental 2, OXTR potentiate -7, GPR7 antagonist -3, CHO parental Ca 6, OXTR agonist -0.1, M1 ag parental 0.9, V1aR counter 2.2 and TAAR1 antagonist 5.
For c1ccc(Cn2nnnc2CN2CCCC2)cc1 the results were CHO-K1 Ca antag -7, M1 PAM parental 4, OXTR potentiate 2, GPR7 antagonist -10, CHO parental Ca -4, OXTR agonist 1.4, M1 ag parental -0.5, V1aR counter 0.8 and TAAR1 antagonist -4.
CN(C(=O)c1cccc(NC(=O)Cc2ccc(NC(=O)C3CCCN(C(=O)C4CC4)C3)cc2)c1)C1CC1 (stereo unspecified) was read as CHO-K1 Ca antag -3, M1 PAM parental -5, M1 ag parental -0.2 and TAAR1 antagonist -3.
`N/C(=N\OC(=O)c1cccc2ccccc12)c1ccc(Br)cc1` gave CHO-K1 Ca antag -9, M1 PAM parental 21, OXTR potentiate -3, GPR7 antagonist -11, CHO parental Ca 1, OXTR agonist -0.2, M1 ag parental 0.1, V1aR counter 1.1 and TAAR1 antagonist -3.
COc1ccc(/C=C/C(=O)c2c(O)cc(OC)cc2OC)cc1 was read as CHO-K1 Ca antag -8, M1 PAM parental 22, M1 ag parental 1.0 and TAAR1 antagonist 1.
`Cc1nc2cc3nc(C(F)(F)F)[nH]c3cc2[nH]1` gave CHO-K1 Ca antag 3, M1 PAM parental 12, OXTR potentiate -9, GPR7 antagonist -4, CHO parental Ca -7, OXTR agonist -0.6, M1 ag parental 0.5, V1aR counter 0.2 and TAAR1 antagonist -6.
`O=C(Nc1ccc(Br)cc1)c1cc(-c2cccs2)on1` gave CHO-K1 Ca antag -13, M1 PAM parental 19, OXTR potentiate -4, GPR7 antagonist -4, CHO parental Ca -2, OXTR agonist 0.5, M1 ag parental 0.8, V1aR counter -0.3 and TAAR1 antagonist 2.
For CC(C)(C)[C@H]1COC(=O)CCCC/C=C\C[C@H](CC(=O)N(CCO)Cc2ccccc2)C(=O)N1 the results were CHO-K1 Ca antag -17, M1 PAM parental 20, OXTR potentiate 4, CHO parental Ca -16, OXTR agonist -1.0, M1 ag parental 2.0, V1aR counter 0.2 and TAAR1 antagonist 3.
Screening COc1ccc(C(=O)NNC(=O)CCC(=O)NNC(=O)c2ccc(OC)cc2)cc1 returned CHO-K1 Ca antag -4, M1 PAM parental -3, OXTR potentiate -5, GPR7 antagonist -6, CHO parental Ca -9, OXTR agonist 1.0, M1 ag parental -0.3, V1aR counter 1.1 and TAAR1 antagonist -7.
For CC(C)OC1(c2ccccc2)OC(=O)c2ccccc21 (stereo unspecified) the results were CHO-K1 Ca antag -14, M1 PAM parental 20, OXTR potentiate -1, GPR7 antagonist -14, CHO parental Ca -24, OXTR agonist -0.9, M1 ag parental -0.6, V1aR counter -1.4 and TAAR1 antagonist -8.
`CCOc1ccc(N(CC(=O)Nc2c(C)n(C)n(-c3ccccc3)c2=O)S(=O)(=O)c2ccccc2)cc1` gave CHO-K1 Ca antag -5, M1 PAM parental 11, OXTR potentiate -7, GPR7 antagonist -1, CHO parental Ca -6, OXTR agonist 0.7, M1 ag parental 0.0, V1aR counter -1.2 and TAAR1 antagonist 18.
COCCC(=O)N(Cc1ccc2c(c1)OCO2)C(C(=O)NC1CCCCC1)c1ccncc1 (stereo unspecified) was read as CHO-K1 Ca antag -5, M1 PAM parental 15, OXTR potentiate -4, GPR7 antagonist -9, CHO parental Ca -9, OXTR agonist 0.6, M1 ag parental 0.4, V1aR counter 0.5 and TAAR1 antagonist -16.

Retrieved one by one from the list above (4):
For CCc1nc(SCC(=O)NCCc2ccccc2)c2c(=O)n(C)c(=O)n(C)c2n1 the results were CHO-K1 Ca antag -8, M1 PAM parental 14, OXTR potentiate -1, GPR7 antagonist 4, CHO parental Ca 5, OXTR agonist -0.3, M1 ag parental -0.1, V1aR counter -0.1 and TAAR1 antagonist -19.
Cc1ccc(-c2c3c(=O)n(C)c(=O)n(C)c3cn2CCCN2CCOCC2)cc1 was read as CHO-K1 Ca antag 6, M1 PAM parental 4, OXTR potentiate -6, GPR7 antagonist -2, CHO parental Ca 2, OXTR agonist 0.1, M1 ag parental 0.3, V1aR counter 0.1 and TAAR1 antagonist -21.
For CC(=O)c1ccc(NC(=O)c2sc3nc4n(c(=O)c3c2C)CCCCC4)cc1 the results were CHO-K1 Ca antag -19, M1 PAM parental 28, OXTR potentiate -15, GPR7 antagonist -4, CHO parental Ca 0, OXTR agonist 7.1, M1 ag parental 2.9, V1aR counter 8.2 and TAAR1 antagonist -6.
For CCC1CCC/C1=N\NC(=O)c1cc(C)[nH]n1 (stereo unspecified) the results were CHO-K1 Ca antag -19, M1 PAM parental 10, OXTR potentiate 1, GPR7 antagonist 3, CHO parental Ca 8, OXTR agonist 0.9, M1 ag parental 0.3, V1aR counter 0.9 and TAAR1 antagonist -19.

From PubChem
